Assay outcomes (PubChem BioAssay)
mouse IAP activators: mouse intestinal phosphatase enzyme activation – biochemical, luminescence, single concentration, confirmation (AID 434970); purified mouse IAP, CDP-Star luminescence, 30 min; stronger effect = lower value; activity change, negative = activation, % at 10 µM; 2.9% of 11,000 active; in the data active = activity change below about -85%;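 note: percent relative to enzyme plus DMSO wells and wells without enzyme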
mouse IAP activators Fold change: also measured in mouse IAP activators; calls as there; activation factor; measured here: IAP activation factor; stronger effect = higher value;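 fold luminescence change scaled to plate control wells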
Starred values were filed as active, the others as inactive. Only part of the results is shown. The share of hits here may be higher or lower than overall.

mouse IAP activators	mouse IAP activators Fold change	compound
5	0.95	COC(=O)c1ccc(-c2ccco2)n1Cc1ccccc1Cl
4	0.96	Cc1ccc(C(=O)OCCc2c(C)[nH]n(-c3ccccc3)c2=O)cc1
2	0.98	O=S(=O)(NCCc1ccc(F)cc1)c1ccc(F)cc1Br
7	0.93	CC(CN1CCN(C)CC1)OC(=O)c1ccc(Cl)cc1 (configuration not stated)
8	0.92	Cc1ccc(CNS(=O)(=O)N(C)C)cc1
5	0.95	CCOc1ccc(-n2cc(C(=O)Nc3ccc(Cl)cn3)c3cc(OC)c(OC)cc3c2=O)cc1
-9	1.1	COc1cccc(C(=O)NC2CCN(C(=O)N3CCCCC3)CC2)c1
49	0.51	O=C(NCCO)Nc1ccc2nc(-c3ccco3)c(-c3ccco3)nc2c1
9	0.91	CCNC(=O)CC1C(=O)N(c2ccc(C)cc2)C(=O)N1CCc1ccc(OC)c(OC)c1 (configuration not stated)
-12	1.1	O=C(OCCN1CCOCC1)c1cccs1
-17	1.2	COc1ccc(C(=O)n2cnc(N)n2)cc1
-4	1	Cc1nc2nc(SCC(=O)N3CCOCC3)nn2c(C)c1Cc1c(F)cccc1Cl
-16	1.2	CCOC(=O)C1(CC)NC(c2ccco2)C2C(=O)N(CC)C(=O)C21 (configuration not stated)
9	0.91	COc1cc2[nH]c(=O)n(Cc3ccc(C(=O)NCCCN4CCN(C)CC4)cc3)c(=O)c2cc1OC
6	0.94	O=C(Cc1c(O)c2ccccc2[nH]c1=O)NCc1ccccc1
4	0.96	COc1ccc(Cn2nnnc2C(c2cccs2)N2CCCCCC2)cc1 (configuration not stated)
6	0.94	Cc1cc(C)nc(SCc2nnc(SCC(N)=O)n2Cc2ccco2)n1
57	0.43	O=Cc1cccc(OC(=O)/C=C/c2ccco2)c1
-3	1	Cc1nn(Cc2ccc(Cl)cc2)c(C)c1NC(=O)c1c(-c2ccccc2)noc1C
11	0.89	O=c1cc(CO)oc(C(Nc2ccccn2)c2ccc(F)cc2)c1O (configuration not stated)
-169*	2.7*	COc1cc(NC(=O)NC2Cc3ccccc3C2)cc(OC)c1
47	0.53	CCOc1cc(/C=C2\SC(=S)N(Nc3ccccc3)C2=O)ccc1O
-3	1	CCOc1cc2[nH]c(=O)n(CCCCC(=O)N3CCCCCC3)c(=O)c2cc1OCC
-3	1	COCCCn1c(SCC(=O)Nc2cccc(C)n2)nnc1-c1ccco1
-8	1.1	NC1=NC(=O)CC(C(=O)NCCc2ccccc2)S1 (configuration not stated)
11	0.89	O=C(CC(=O)NN=C1CCCC1)NCCc1ccccc1
9	0.91	O=S1(=O)[C@H]2C[C@H](CO)O[C@@]2(CO)CN1Cc1ccc(-c2ccc(F)cc2)cc1
0	1	O=C(NCc1cccnc1)c1cccn2c(=O)c3sccc3nc12
4	0.96	FC(F)Oc1ccc(NC(=S)NN2CCOCC2)cc1
7	0.93	CC(C)Oc1ccc(NC(N)=O)cc1
-9	1.1	COCCCNC(=O)C[C@H]1C[C@H](C(=O)N2CCCCC2)[C@@]2(C)c3[nH]c4cc(-c5ccco5)ccc4c3CCN2C1=O
0	0.99	Cc1ccc(-c2cc(C(F)F)nc(NCc3cccnc3)n2)cc1
-211*	3.1*	CCCCCCNC(=O)N[C@@H](C(=O)NCCC[C@H]1CN2C(=NC[C@@H]2Cc2ccccc2)N1CCc1cccc(OC)c1)C(C)C
-179*	2.8*	Cc1cc(NC(=O)Nc2ccc(Cl)c(Cl)c2)n(-c2ccccc2)n1
-63	1.6	COCCN1C(=O)c2ccccc2C(C(=O)Nc2ccc3c(c2)OCCO3)C1c1ccc(F)cc1 (configuration not stated)
-2	1	CS(=O)(=O)N(CC(=O)NCc1ccc2c(c1)OCO2)Cc1ccccc1
-6	1.1	COc1cc(O)oc1C=Nc1ccc(C(F)(F)F)cc1
-3	1	COc1ccc(OC)c(NC(=O)C(CC(C)C)NC(=O)C2CCCCC2)c1 (configuration not stated)
5	0.95	Cc1cccc(C(=O)NC2CC3CCCC(C2)N3C(=O)NC2CCCCC2)c1 (configuration not stated)
-60	1.6	COc1ccc(NC(=O)Nc2ccc3c(c2)C(=O)N([C@H](C)CO)C[C@H](C)[C@@H](CN(C)C(=O)Nc2ccccc2)O3)cc1
-8	1.1	CCCc1cc(=O)[nH]c(SCC(=O)c2cc(C)n(CCOC)c2C)n1
6	0.94	N#Cc1cc2c(nc1SCc1ccccc1)CCC2
4	0.96	COc1ccc(C(c2nnnn2C2CCCC2)N2CCN(c3ccccc3)CC2)cc1 (configuration not stated)
6	0.94	Cc1cc2oc(=O)cc(-c3ccccc3)c2c(C)c1-c1ccc(C#N)cc1
-6	1.1	CC[C@]12c3[nH]c4ccc(Cl)cc4c3CCN1C(=O)[C@@H](CC(=O)NCC13CC4CC(CC(C4)C1)C3)C[C@@H]2C(=O)N1CCN(C(=O)C2CC2)CC1
3	0.97	Cc1cc(C)c2c(n1)sc1c(O)cc(=O)[nH]c12
11	0.89	C=CCn1c(NC)cc(=O)n(C)c1=O
-4	1	Cc1ccc(NC(=O)CSc2nc(=O)cc(N)n2-c2ccccc2)cc1
4	0.96	O=C(NCC1CCCO1)C(c1cccs1)N(C(=O)Cn1nnc(-c2cccs2)n1)C1CCCC1 (configuration not stated)
3	0.97	COc1ccc(N2CCN(S(=O)(=O)c3cccs3)CC2)cc1

Among those listed so far, 2 contain a cyano group.
mouse IAP activators	mouse IAP activators Fold change	compound
6	0.94	N#Cc1cc2c(nc1SCc1ccccc1)CCC2
6	0.94	Cc1cc2oc(=O)cc(-c3ccccc3)c2c(C)c1-c1ccc(C#N)cc1

Next results follow:
mouse IAP activators	mouse IAP activators Fold change	compound
0	1	CCN1C(=O)[C@H]2[C@H]3CN=C(SCc4ccc(OC)cc4)N3[C@@](CC)(C(=O)OC)[C@H]2C1=O
0	1	O=C(CCC(=O)c1ccc(Cl)cc1)OCC(=O)c1ccccc1
6	0.94	COc1ccc(N2C(=O)C3ON(C4SC(=S)N(C)C4(C)C)C(c4ccc([N+](=O)[O-])cc4)C3C2=O)cc1 (configuration not stated)
2	0.98	Oc1ccc(/C=N/Nc2nccnc2Cl)cc1
0	0.99	CS(=O)(=O)N(CCc1ccccc1)CC(=O)N1CCN(Cc2ccc3c(c2)OCO3)CC1
4	0.96	COc1ccc(C(=O)N2CCC(n3c(C)nc4cc(F)ccc43)CC2)cc1OC
-75	1.8	C[C@@H]1CN([C@@H](C)CO)C(=O)Cc2cc(NC(=O)Nc3cccc4ccccc34)ccc2O[C@@H]1CN(C)Cc1ccc(C(F)(F)F)cc1
-88	1.9	CCOC(=O)c1cccc(NC(=O)Nc2ccc(OCC)cc2)c1
-6	1.1	O=C(CN1C(=O)c2cccc3cccc1c23)NCc1ccccn1
-5	1	CCOC(=O)C1=CN(Cc2cccc(F)c2)S(=O)(=O)N(C)C1CCc1ccccc1 (configuration not stated)
-7	1.1	COc1cccc(CN(CC(=O)NC2CCCC2)C(=O)Cn2nnc(-c3cccs3)n2)c1
0	1	CCn1c(=O)c(-c2ccccc2)c(O)c2ccccc21
36	0.64	CN1c2ccsc2C(O)=C(C(=S)Nc2ccc(F)c(Cl)c2)S1(=O)=O
-9	1.1	O=C(O)CCc1nc(-c2ccccc2)no1
8	0.92	O=C(Nc1nccs1)C1CCN(S(=O)(=O)c2cnc[nH]2)CC1

In the list so far, these have four or more nitrogen atoms:
mouse IAP activators	mouse IAP activators Fold change	compound
49	0.51	O=C(NCCO)Nc1ccc2nc(-c3ccco3)c(-c3ccco3)nc2c1
-17	1.2	COc1ccc(C(=O)n2cnc(N)n2)cc1
-4	1	Cc1nc2nc(SCC(=O)N3CCOCC3)nn2c(C)c1Cc1c(F)cccc1Cl
9	0.91	COc1cc2[nH]c(=O)n(Cc3ccc(C(=O)NCCCN4CCN(C)CC4)cc3)c(=O)c2cc1OC
4	0.96	COc1ccc(Cn2nnnc2C(c2cccs2)N2CCCCCC2)cc1 (configuration not stated)
6	0.94	Cc1cc(C)nc(SCc2nnc(SCC(N)=O)n2Cc2ccco2)n1
-3	1	Cc1nn(Cc2ccc(Cl)cc2)c(C)c1NC(=O)c1c(-c2ccccc2)noc1C
-3	1	COCCCn1c(SCC(=O)Nc2cccc(C)n2)nnc1-c1ccco1
0	1	O=C(NCc1cccnc1)c1cccn2c(=O)c3sccc3nc12
-9	1.1	COCCCNC(=O)C[C@H]1C[C@H](C(=O)N2CCCCC2)[C@@]2(C)c3[nH]c4cc(-c5ccco5)ccc4c3CCN2C1=O
0	0.99	Cc1ccc(-c2cc(C(F)F)nc(NCc3cccnc3)n2)cc1
-211*	3.1*	CCCCCCNC(=O)N[C@@H](C(=O)NCCC[C@H]1CN2C(=NC[C@@H]2Cc2ccccc2)N1CCc1cccc(OC)c1)C(C)C
-179*	2.8*	Cc1cc(NC(=O)Nc2ccc(Cl)c(Cl)c2)n(-c2ccccc2)n1
-60	1.6	COc1ccc(NC(=O)Nc2ccc3c(c2)C(=O)N([C@H](C)CO)C[C@H](C)[C@@H](CN(C)C(=O)Nc2ccccc2)O3)cc1
4	0.96	COc1ccc(C(c2nnnn2C2CCCC2)N2CCN(c3ccccc3)CC2)cc1 (configuration not stated)
-6	1.1	CC[C@]12c3[nH]c4ccc(Cl)cc4c3CCN1C(=O)[C@@H](CC(=O)NCC13CC4CC(CC(C4)C1)C3)C[C@@H]2C(=O)N1CCN(C(=O)C2CC2)CC1
-4	1	Cc1ccc(NC(=O)CSc2nc(=O)cc(N)n2-c2ccccc2)cc1
4	0.96	O=C(NCC1CCCO1)C(c1cccs1)N(C(=O)Cn1nnc(-c2cccs2)n1)C1CCCC1 (configuration not stated)
6	0.94	COc1ccc(N2C(=O)C3ON(C4SC(=S)N(C)C4(C)C)C(c4ccc([N+](=O)[O-])cc4)C3C2=O)cc1 (configuration not stated)
2	0.98	Oc1ccc(/C=N/Nc2nccnc2Cl)cc1
-75	1.8	C[C@@H]1CN([C@@H](C)CO)C(=O)Cc2cc(NC(=O)Nc3cccc4ccccc34)ccc2O[C@@H]1CN(C)Cc1ccc(C(F)(F)F)cc1
-7	1.1	COc1cccc(CN(CC(=O)NC2CCCC2)C(=O)Cn2nnc(-c3cccs3)n2)c1
8	0.92	O=C(Nc1nccs1)C1CCN(S(=O)(=O)c2cnc[nH]2)CC1
